KB-3-1 tox: KB-3-1 parental cell cytotoxicity | AID 1347075 | 1.4% of 400,000 active | Potency, µM (titrated, usually from 46.1 µM), inactives show at the top dose activity change, negative = cytotoxic, hits mostly cytotoxic | KB-3-1 viability, CellTiter-Glo ATP luminescence, 72 h; also: potency is read from the fitted curve at half-maximal effect; % is scaled to controls: 0 for no effect and ±100 for the full control effect; nearly all actives have a fitted effect of over 60% in size
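72 h, 37 °C compound treatment of KB-3-1 parental cells; CellTiter-Glo added, 10 min, luminescence read. Data corrected against DMSO-only plates and normalized before curve fitting.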
MCF10A rerep: DNA re-replication induction in MCF 10a cells | MCF 10A DNA re-replication, Hoechst nuclear intensity, 48 h | Potency, µM (titrated, usually from 46.1 µM), without a hit: at the top dose activity, positive = re-replication, most hits filed as activators | 2.9% of 350,000 active | AID 624296; also: potency is read from the fitted curve at half-maximal effect; % of control where 0% means no effect; nearly all actives have a fitted effect of over 50% in size
WRN inhibitor: blocks human WRN helicase | Q14191 | WRN helicase unwinding, fluorescent forked duplex, kinetic | Potency, µM (doses to about 114 µM), inactives show at the top dose activity change, negative = inhibition, most hits filed as inhibitors | 0.46% of 360,000 active | AID 651768; also: potency is read from the fitted curve at half-maximal effect; % is scaled to controls: 0 for no effect and ±100 for the full control effect; nearly all actives have a fitted effect of over 55% in size
Target sequence (Q14191 whole entry, looked up): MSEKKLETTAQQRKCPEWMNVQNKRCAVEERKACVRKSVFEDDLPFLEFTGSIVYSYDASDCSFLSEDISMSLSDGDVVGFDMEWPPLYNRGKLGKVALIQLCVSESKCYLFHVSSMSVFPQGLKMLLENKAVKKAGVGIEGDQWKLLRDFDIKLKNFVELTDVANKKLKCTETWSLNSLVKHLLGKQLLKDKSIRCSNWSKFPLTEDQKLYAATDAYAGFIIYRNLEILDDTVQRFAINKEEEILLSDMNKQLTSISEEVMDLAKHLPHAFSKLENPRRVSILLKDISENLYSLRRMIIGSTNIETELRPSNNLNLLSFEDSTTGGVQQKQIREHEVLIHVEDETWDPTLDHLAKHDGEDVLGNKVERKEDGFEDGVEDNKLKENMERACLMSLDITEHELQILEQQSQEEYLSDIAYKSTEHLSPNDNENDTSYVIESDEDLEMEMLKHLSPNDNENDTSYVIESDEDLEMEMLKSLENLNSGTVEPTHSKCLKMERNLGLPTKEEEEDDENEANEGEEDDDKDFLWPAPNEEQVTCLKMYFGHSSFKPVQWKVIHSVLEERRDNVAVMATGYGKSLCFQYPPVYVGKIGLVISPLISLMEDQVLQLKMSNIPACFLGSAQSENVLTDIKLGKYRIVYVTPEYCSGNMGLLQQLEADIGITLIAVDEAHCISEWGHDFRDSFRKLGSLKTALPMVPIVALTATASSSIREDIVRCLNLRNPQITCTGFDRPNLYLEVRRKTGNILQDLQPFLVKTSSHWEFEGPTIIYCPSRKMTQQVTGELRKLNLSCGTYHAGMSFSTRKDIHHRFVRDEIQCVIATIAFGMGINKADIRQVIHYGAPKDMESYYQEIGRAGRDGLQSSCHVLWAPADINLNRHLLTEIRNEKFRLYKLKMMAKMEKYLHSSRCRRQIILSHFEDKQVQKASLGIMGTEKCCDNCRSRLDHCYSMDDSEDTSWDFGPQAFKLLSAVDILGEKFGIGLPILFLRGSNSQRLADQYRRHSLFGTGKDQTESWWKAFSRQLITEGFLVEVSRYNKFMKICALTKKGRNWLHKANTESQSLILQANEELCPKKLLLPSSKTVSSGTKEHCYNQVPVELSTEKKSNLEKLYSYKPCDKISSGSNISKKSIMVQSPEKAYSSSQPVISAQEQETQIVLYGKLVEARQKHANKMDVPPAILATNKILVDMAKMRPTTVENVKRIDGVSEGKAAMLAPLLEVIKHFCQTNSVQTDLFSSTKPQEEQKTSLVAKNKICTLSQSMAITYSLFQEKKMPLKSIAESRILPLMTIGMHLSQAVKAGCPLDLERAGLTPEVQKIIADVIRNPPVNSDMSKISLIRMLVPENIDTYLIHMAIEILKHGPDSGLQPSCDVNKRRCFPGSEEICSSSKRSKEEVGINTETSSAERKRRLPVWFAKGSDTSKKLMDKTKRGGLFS
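Kinetic red-fluorescence monitoring (525/598 nm) tracks WRN helicase activity after 100 nM fluorophore-quencher forked duplex and 2 mM ATP are added to 20 nM enzyme pretreated 15 min at room temperature with compound.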
SW480 rerep: inducers of DNA re-replication in SW480 colon cancer cells. SW480 DNA re-replication, Hoechst DNA content imaging, 48 h. 1.8% of 340,000 active. AID 624297. Potency, µM (top dose mostly 46.1 µM), for the others: at the highest dose re-replication activation, hits mostly activators; also: potency is read from the fitted curve at half-maximal effect; % of control where 0% means no effect; nearly all actives have a fitted effect of over 55% in size
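250 cells/well; 23 nL cpd via pin tool; 48 hr, 37 C, 5% CO2; Hoechst 40 min; imager read of total nuclear intensity, ex 405/em 500-530 nm.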
IL-1B inflam inh: blocks inflammasome-driven IL-1 beta release; THP-1 LPS/ATP IL-1B secretion, AlphaLISA, 16 h; stronger effect = lower value; activity change, % at 57.5 µM; 4.7% of 360,000 active; AID 743279; in the data active = activity change below about -50%; inconclusive = mostly about -30% to -49%; also: % is scaled to controls: 0 for no effect and ±100 for the full control effect
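Secreted IL-1B measured by AlphaLISA bead assay after 16 h compound exposure of THP-1 cells; compounds (final up to 57.5 uM) added 1 h before LPS (250 ng/mL) and ATP (1.25 mM) stimulation; lower signal means less secretion.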
HT1080 IDH1KD tx: toxicity to HT-1080 IDH1 knockdown cells (counter line); Potency, µM (series often up to 46.1 µM), without a hit: top-dose activity, negative = toxicity, hits mostly cytotoxic; HT-1080 IDH1 knockdown viability, ATP luminescence, 48 h; 2% of 360,000 active; AID 686971;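 also: potency is read from the fitted curve at half-maximal effect; 0% = DMSO wells and -100% = cell-free medium wells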
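CellTiter-Glo luminescence after 48 h compound exposure at 37 degrees C of IDH1-knockdown HT-1080 cells in 5% FBS RPMI. %Activity scaled between DMSO wells and cell-free media wells, with curves fitted and assigned curve classes.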
ATXN2 expr inh: ATXN2 expression inhibition | HEK-293 ATXN2-luciferase reporter, luminescence, 24 h | Potency, µM (doses to about 57 µM), without a hit: at the top dose activity change, negative = inhibition, actives largely listed as inhibitors | 0.72% of 360,000 active | AID 1745845; also: potency is read from the fitted curve at half-maximal effect; % is scaled to controls: 0 for no effect and ±100 for the full control effect; nearly all actives have a fitted effect of over 55% in size
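ATXN2-luciferase reporter cells (luciferase flanked by upstream and downstream ATXN2 gene portions) were treated 24 h at 37 °C with compounds at up to 57 uM. SteadyGlo luminescence gave expression; GF-AFC fluorescence gave viability.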
KB-V1 cytotox: kills drug-selected multidrug resistant KB-V1 cells; KB-V1 MDR cells viability, CellTiter-Glo, 72 h; Potency, µM (doses to about 46.1 µM), inactives show at the top dose activity change, negative = cytotoxicity, most hits filed as cytotoxic; 3.4% of 400,000 active; AID 1347076; also: potency is read from the fitted curve at half-maximal effect; % is scaled to controls: 0 for no effect and ±100 for the full control effect; nearly all actives have a fitted effect of over 60% in size
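Cytotoxicity toward P-gp-expressing KB-V1 cells was determined as loss of CellTiter-Glo luminescence after 72 h at 37 degrees C. Compounds were tested in quantitative HTS format across a concentration range, with curves fitted to normalized data.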
HT1080-NT tox: kills 2HG-producing HT-1080-NT fibrosarcoma cells; HT-1080-NT fibrosarcoma viability, CellTiter-Glo ATP luminescence, 48 h; 1.6% of 360,000 active; Potency, µM (highest dose often 46.1 µM), without a hit: at the top dose activity, negative = less viability, actives largely listed as cytotoxic;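 also: NT is the 2HG producing partner of a matched IDH1 knockdown line; potency is read from the fitted curve at half-maximal effect; 0% = DMSO-treated cells and -100% = media-only wells without cells; nearly all actives have a fitted effect of over 55% in size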
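A 48-hour cytotoxicity screen used HT-1080-NT cells plated 2 hours before compound delivery. ATP-based CellTiter-Glo luminescence measured viability, normalized to DMSO and no-cell controls.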
Active calls of the source: *; i = inactive; ? = inconclusive; / = no result given; & = joins results of further samples; [ ] = another dose, or the depositor's remark. Unless noted, calls follow the shape of the dose curve; as a rule, active = well fitted curve in the direction sought with a large enough effect; inconclusive = small, poorly fitted or top-dose-only effect, or another doubt; inactive = no such curve, though single readings can be large; an effect the other way counts as inactive or inconclusive.

SMILES	KB-3-1 tox	MCF10A rerep	WRN inhibitor	SW480 rerep	IL-1B inflam inh	HT1080 IDH1KD tx	ATXN2 expr inh	KB-V1 cytotox	HT1080-NT tox
CC1=C(C(=O)N(C(C)C)C(C)C)CC(CC(=O)NCc2ccco2)C(=O)N1CCCN1CCCC1=O (stereo not given)	0%	/	-3%	/	7	2%	1%	-12%	?
CCn1c(=O)c2cc(S(=O)(=O)NC3CCCCC3)ccc2n(CC)c1=O	0%	-25%	-16%	-7%	-6	-15%	4%	-29%	3%
Cc1cc2nc(-c3ccc(SCC(=O)Nc4ccc(S(=O)(=O)N5CCCC5)cc4)nc3)[nH]c2cc1C	0%	21µM*	-18%	?	50	?	-1%	-13%	?
COc1cccc(CNC(=O)CCNS(=O)(=O)c2ccc(C)cc2)c1	-3%	-2%	-5%	-9%	-4	11%	9%	-1%	-2%
O=C(OCc1ccc([N+](=O)[O-])cc1)c1ccccn1	8%	-1%	-15%	-12%	29	19%	25%[11.3 µM]	26%	11%
CSc1cccc(NC(=S)N(CCCN2CCC(C)CC2)Cc2cccs2)c1	-2%	?	-9%	23%	?	?	-29%	?	-22%
Cc1cccc(C)c1NC(=O)CN(C)C(=O)c1ccc2c(=O)n3c(nc2c1)CCC3	-29%	15%	5%	-6%	-13	-3%	/	-18%	-5%
CC(=O)Nc1ccc(S(=O)(=O)NCCC(=O)Nc2ccc(C)c(Cl)c2)cc1	21%	2%	-2%	-74%[inhibitor]	7	4%	1%	-10%	9%
CCOC(=O)CN(C(=O)CNC(=O)c1cccs1)C(C(=O)NC1CCCCC1)c1cccnc1 (stereo not given)	-4%	-1%	3%	-2%[9.22 µM]	-5	-2%	-1%	14%	-3%
CN1c2ccccc2C(O)=C(C(=O)Nc2ccccc2)S1(=O)=O	-15%	-6%	-20%	-3%	13	0%	1%	-26%	-3%
CCOCCCn1c(=S)[nH]c2cc(C(=O)N3CCOCC3)ccc2c1=O	-7%	4%	8%	-3%	16	15%	-3%	-23%	-1%
CCC(C)NC(=O)[C@H]1N2C(=O)c3ccccc3C2SC1(C)C (stereo not given in full)	5%	?	-5%	-14%	10	14%	3%	12%	11%
O=C(CN1CCN(CC(=O)Nc2ccc3c(c2)OCO3)CC1)Nc1ccc(F)cc1	13%	11%	1%	-7%	9	14%	3%	1%	14%
CC(c1ccccc1)C1OCC(C[N+]2(C)CCCCC2)O1 (stereo not given)	-8%	-4%	7%	2%	9	4%	-17%	-9%	5%
Cc1onc(-c2c(F)cccc2Cl)c1C(=O)NC(=S)NCc1cccnc1	4%	-1%	-31%	-6%	16	-3%	-5%	?	-1%
CCCN(CCC)CC(O)COc1ccccc1C(=O)Nc1ccccc1 (stereo not given)	-15%	-2%	-19%	-8%	-6	-9%	-20%	7%	-8%
COc1ccc(C(=O)Nc2ccccc2C(=O)NCc2cccnc2)cc1OC	/	4%	-25%	10%	-3	1%	0%	/	0%
O=C(Nc1ccccc1)N1CCC(c2nc(-c3ccc(S(=O)(=O)N4CCOCC4)cc3)no2)CC1	4.6µM*	1.8µM*	3%	5.8µM*	42	7.9µM*	-19%	4.1µM*	10µM*
Cc1cc(C)c(NC(=O)Cn2nc(-c3ccccc3)nc2-c2ccccc2)c(C)c1	-4%	7%	-26%	-7%	5	10%	-11%	-17%	4%
COc1ccc(OCc2nnc(NC(=O)Nc3ccc(F)cc3)s2)cc1	0%	-1%	-1%	-66%[inhibitor]	-1	-5%	/	9%	1%
CCC1CCCCN1CCCNC(=O)C1CCN(S(=O)(=O)N2CCC3(CC2)OCCO3)CC1 (stereo not given)	-4%	3%	-2%	-22%	9	10%	0%	4%	9%
Cc1ccc(C2CC(C(F)(F)F)n3nc(C(=O)NCCN4CCOCC4)cc3N2)cc1 (stereo not given)	2%	0%	-17%	?	3	17%	12%	-7%	6%
CCC1Oc2ccccc2N(CC(=O)NCCCN2CCCCC2C)C1=O (stereo not given)	-15%	?	-10%	?	-15	-22%	-12%	5%	-3%
CCN(CC)S(=O)(=O)c1ccc(N2CCOCC2)c(NC(=O)c2cc([N+](=O)[O-])ccc2Cl)c1	1%	0%	5%	1%	0	11%	4%	-3%	1%
CCOc1ccc(-c2nc(N)ncc2-c2ccc(OC)cc2)c(O)c1	?	-53%[inhibitor]	-13%	?	-8	1%	-4%	7.3µM*	-8%
COC(=O)/C=C(\C)NC(=O)c1ccc(F)cc1	1%	1%	-1%	16%	15	-2%	-20%	?	0%
c1ccc(-c2ccc(CN3CCN(c4ncccn4)CC3)cc2)cc1	1%	9%	2%	13%	14	-4%	0%	-18%	-2%
NC(=O)c1ccccc1OCc1nnc(-c2ccccc2Br)o1	-6%	4%	10%	1%	16	-6%	0%	18µM*	0%
CCOc1ncccc1C(=O)OCC(=O)c1ccc(Cl)s1	-4%	0%	-8%	17%[9.22 µM]	-10	0%	4%	10%	2%
CCc1cc2ccccc2nc1SCC(=O)N1CCN(C(=O)c2ccco2)CC1	5%	8%	-7%	-4%	?	9%	-1%	-20%	6%
CC(Oc1ccccc1Cl)C(=O)N(Cc1cccs1)C1CCS(=O)(=O)C1 (stereo not given)	2%	18%	-3%	0%	-17	-1%	-3%	-10%	-3%
CCN(CC)C(=O)C1CCN(Cc2ccc(OCc3ccccc3)cc2)CC1	-14%	?	6%	?	-57*	5%	0%	-5%	0%
CCCn1nc2cc(C(=O)NCc3ccc(C)cc3)ccc2c1OC	4%	2%	-4%	-9%	-18	15%	-2%	7%	29%
O=C1CCC(C(=O)N2CCCC2)CN1Cc1cccc(C(F)(F)F)c1 (stereo not given)	/	1%	-13%	-8%	11	9%	6%	/	6%
Cc1cc(OCC(=O)NC2CC2)c2c(C)cc(=O)oc2c1	0%	1%	-1%	4%	3	19%	/	17%	1%
CC(NS(=O)(=O)c1ccc(F)cc1)C(=O)Nc1ccc2c(c1)OCCO2 (stereo not given)	17%	17%	-31%	21µM*	i	3%	5%	-13%	-5%
NS(=O)(=O)c1ccc(CNc2nc(-c3cccnc3)nc3ccccc23)cc1	14%	7%	2%	6%	?	-9%	1%	6%	-7%
O=C(NCc1ccccn1)C(=O)Nc1cccc2ccccc12	5%	-1%	-2%	-3%	-15	9%	9%	18%	27%
O=C(OCC#CCSc1nnc(-c2cccc3ccccc23)o1)c1ccco1	-4%	18%	-1%	7%	-2	0%	-11%	-21%	4%
CCN(CC)S(=O)(=O)c1ccc(C(=O)OCCN2C(=O)CCC2=O)cc1	10%	-5%	6%	-20%	31	2%	-4%	6%	-1%
Cc1cc(=O)[nH]c(NN=C2C3CC4CC(C3)CC2C4)n1	-4%	3%	3%	-13%	30	-2%	5%	?	0%
O=[N+]([O-])c1ccc(O)c(Nc2c([N+](=O)[O-])ccc3nonc23)c1	-5%	-11%	5%	3%	-9	?	-17%	-10%	-29%
O=C(c1ccco1)N1CCN(c2ccc(Cl)c(Cl)c2)CC1	7%	6%	-1%	-13%	?	-12%	4%	?	-4%
CC(C)(C)C(=O)c1sc(Nc2ccccc2)nc1N	0%	-1%	-12%	-1%	-71*	?	77%[activator]	?	-8%
COc1cccc2c1c(NC(=O)Nc1ccc(F)cc1F)nn2C	7%	0%	-4%	-8%	28	19%	14%	?	2%
COc1ccc(CCC(=O)Nc2ccc(-c3noc(-c4ccc(OC)c(OC)c4)n3)cc2)cc1	17%	?	-3%	-9%	17	0%	-30%	?	-7%
Cc1csc(NC(=O)Cc2nn(C)c(=O)c3ccccc23)n1	?	-9%	-15%[57.1 µM]	1%	-8	-11%	4%	16µM*	-8%
CCN(CC(=O)Nc1ccc(N2CCOCC2)cc1)Cc1nc2ccccc2c(=O)[nH]1	-5%	16%	-21%	-1%	-13	-4%	-8%	0%	3%
Cc1cc(=O)n2ncnc2n1COCCO	10%	1%	1%	-6%	8	1%	-12%	20%	13%
CC(=O)c1c(C)nc(Nc2nc3ccccc3s2)nc1C	-8%	-4%	10%	-10%	46	-6%	7%	8%	2%
O=C(CCN1C(=O)COc2ccccc21)N1CCN(c2ccccn2)CC1	2%	-6%	-4%	-1%	-7	26%	2%	-3%	12%
O=C(C[C@@H]1C/C=C\C[C@@H](Cc2ccc(F)cc2)C(=O)OC[C@@H](Cc2ccccc2)NC1=O)N[C@H](CO)Cc1ccccc1	0%	4%	5%	9%	76	5%	4%	2%	1%
C=CCN(c1ccc(C(N)=O)cc1)S(C)(=O)=O	14%	-3%	0%	-2%	13	2%	-2%	0%	5%
S=C(NCc1ccco1)NCC(c1ccco1)N1CCCCC1 (stereo not given)	-5%	2%[9.22 µM]	-10%	?	?	11%	10%	-25%	15%
COc1ccc(Cl)cc1C(=O)NCCc1ccc(S(=O)(=O)NC(=O)NC2CCCCC2)cc1	0%	14%	0%	-6%	11	1%	2%&7%	3%	22%

Screening results (PubChem BioAssay)
